Assay outcomes: PubChem BioAssay, several laboratories
TRPC4 potent: positive allosteric modulators of TRPC4, primary screen, cell-based, mouse TRPC4beta, HEK293 mu-opioid, Fluo-4 calcium; DAMGO EC20, Fluo-4 Ca2+ flux; active compounds read high; B-score at 10 µM; 310,000 compounds, 0.42% hits; AID 2227, 2009;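 active means B-score of calcium response area above 5 SD of library B-scores, with initial fluorescence ratio within 5 SD of library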;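 further: B-score of integrated fluorescence ratio over time as area under calcium response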
TRPC6 inh: mouse TRPC6 channel inhibitors, primary screen, cell-based, HEK293, membrane potential dye. Short transient receptor potential channel 6 (Mus musculus), Q61143. ACh-evoked depolarization; active compounds read low. B-score at 10 µM. 310,000 compounds, 1.1% hits. AID 2553, 2010;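 active means B-score under library mean minus 3 SD, initial fluorescence not abnormally high, positive integrated signal ratio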;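 further: B-score derived from integrated fluorescence ratio over the kinetic read; more negative B-score means stronger inhibition of depolarization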
TMEM16A inh: TMEM16A chloride channel inhibitors, primary screen, cell-based, HTS | Anoctamin-1 (Mus musculus), Q8BHY3 | HEK293 TMEM16A/YFP iodide influx fluorescence, ionomycin | normalized B-score (activity score, 25-100; higher = stronger inhibition) at 10 µM | 310,000 compounds, 1.2% hits;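 active means ratio plate-corrected score three or more library SD toward inhibition, starting fluorescence score within five deviations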;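 further: score derived from kinetic fluorescence span divided by baseline fluorescence per well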
TRPC4 agonist: activators of mouse TRPC4 channel, primary screen, Fluo4 calcium, HEK293 TRPC4beta/mu-opioid cells; Fluo4 calcium fluorescence; active compounds read high; B-score at 10 µM; 310,000 compounds, 0.49% hits; Short transient receptor potential channel 4 (Mus musculus), Q9QUQ5;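 active means B-score above 5 SD of library B-scores, and initial fluorescence ratio not above library mean plus 5 SD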;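 further: positive B-score marks a calcium rise read as TRPC4 activation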
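System – HEK293 cells stably co-expressing mouse TRPC4beta and mu-opioid receptor · Signal – Fluo4 calcium-sensitive dye fluorescence, kinetic, 1 Hz baseline · Benchmarks – buffer (low) and maximal DAMGO (high) · Read-out – B score of integrated fluorescence ratio per well · Incubation – dye loading 45 min room temperature, 110 s kinetic read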
TMEM16A act: TMEM16A chloride channel activators or potentiators, primary screen, cell-based, HTS | Anoctamin-1 (Mus musculus), Q8BHY3 | HEK293 TMEM16A/YFP-H148Q/I152L, iodide quench fluorescence; active compounds read low | B-score at 10 µM | 340,000 compounds, 0.3% hits;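 active means fluorescence-ratio B-score plate-corrected deviation score at least 3 library SD below zero, with starting fluorescence score within 5 deviations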;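 further: channel opened by trigger with iodide after compound preincubation; score built on the fluorescence ratio of max minus min over baseline; more negative score means more quench and so TMEM16A activation or potentiation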
MrgX1 ag: agonists of human MrgX1 receptor, primary screen, HEK293 cells, Fluo-4 calcium flux | Mas-related G-protein coupled receptor member X1 (Homo sapiens), Q96LB2 | Fluo-4 calcium fluorescence, agonist mode; active compounds read high | B-score at 10 µM | 310,000 compounds, 0.44% hits;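 active means calcium response B-score plate-corrected fluorescence ratio at least 3 library SD, with starting fluorescence B-score inside 5 SD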
Target sequence (Q96LB2 whole entry, looked up): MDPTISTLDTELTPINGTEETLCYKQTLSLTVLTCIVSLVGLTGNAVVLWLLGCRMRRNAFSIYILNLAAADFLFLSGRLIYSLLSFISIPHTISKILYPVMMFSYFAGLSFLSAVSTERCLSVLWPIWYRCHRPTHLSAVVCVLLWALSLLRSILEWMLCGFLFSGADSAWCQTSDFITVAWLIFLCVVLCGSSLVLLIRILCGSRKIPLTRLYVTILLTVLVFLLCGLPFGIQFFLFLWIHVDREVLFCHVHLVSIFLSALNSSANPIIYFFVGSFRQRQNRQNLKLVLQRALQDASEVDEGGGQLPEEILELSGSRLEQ
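Test system: HEK293 cells stably expressing human MrgX1 receptor; Input: fifteen thousand cells per well; Dosing: compound delivered in addition one of three; Schedule: overnight seeding, then 1 h dark dye loading; Technique: Fluo-4 NW calcium fluorescence; Measure: B-scored fluorescence response ratio; Controls: positive and negative controls per plate.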
SKKanGAS inh: S. pyogenes SKKanGAS growth inhibitors in kanamycin, primary screen, streptokinase expression inhibitor project, SKKanGAS strain, BacTiter-Glo luminescence; 6 h; inhibition, % at 7.5 µM; 300,000 compounds, 1.3% hits;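 active means mean replicate score, as percent of positive control median, at least 50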;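 further: strain carries kanamycin resistance gene driven by streptokinase promoter and grows in 40 µg/ml kanamycin; loss of luminescence reflects streptokinase promoter inhibition or plain growth inhibition; 0% = median of DMSO wells and 100% = positive control at its reference dose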
TRPC4 inh: inhibitors of mouse TRPC4 channel, primary screen, Fluo4 calcium, HEK293 TRPC4beta/mu-opioid cells. DAMGO-evoked Fluo4 calcium flux; active compounds read low. 300,000 compounds, 0.39% hits. B-score at 10 µM;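 active means B-score over 3 SD under the library average, no early fluorescence shift, positive overall ratio signal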
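Material: HEK293 cells with stable TRPC4beta plus mu-opioid receptor expression / Probe or stimulus: DAMGO in two steps, submaximal then maximal / Compound: single concentration per test compound / Technique: kinetic Fluo4 fluorescence imaging of calcium influx / Read-out: per-well B score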
MrgX1 allo act: positive allosteric modulators of MrgX1, primary screen, HEK293 cells, Fluo-4 calcium flux; Mas-related G-protein coupled receptor member X1 (Homo sapiens), Q96LB2; FDSS; active compounds read high; B-score at 10 µM; 310,000 compounds, 0.63% hits; AID 588675, 2011;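 active means plate-corrected calcium response at least 3 library SD above typical, normal starting fluorescence, not activating the receptor alone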;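 further: compound read alongside a low EC10 to EC30 dose of BAM8-22 agonist; peak minus trough fluorescence over baseline measured at the second addition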
MrgX1 antagonist: antagonists of human MrgX1 receptor, primary screen, HEK293 cells, Fluo-4 calcium flux; Mas-related G-protein coupled receptor member X1 (Homo sapiens), Q96LB2; BAM8-22 antagonism; active compounds read low; B-score at 10 µM; 310,000 compounds, 1.3% hits;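 active means calcium-response B-score plate-corrected more than 3 library SD below zero, starting fluorescence within 5 deviations, no agonist response on first addition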;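 further: peak minus trough fluorescence over baseline after final BAM8-22 challenge near maximal dose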
TRPC6 activator: mouse TRPC6 channel activators, primary screen, cell-based, HEK293, membrane potential dye; 310,000 compounds, 0.13% hits; AID 2550, 2010; HEK293-TRPC6 membrane potential dye fluorescence; active compounds read high; Short transient receptor potential channel 6 (Mus musculus), Q61143; B-score at 10 µM;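 active means B-score of the integrated fluorescence ratio above library mean plus 3 SD, and starting fluorescence ratio within library mean plus 5 SD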;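 further: higher score means more depolarization so channel activation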
The depositor's hits bear a star; i = inactive; · = no result given. An unsorted share of the library; about 6.7% have a hit in one of these screens.

Order of values: TRPC6 activator	TRPC4 potent	TMEM16A act	TRPC6 inh	TRPC4 agonist	TMEM16A inh	TRPC4 inh	SKKanGAS inh	MrgX1 ag	MrgX1 antagonist	MrgX1 allo act
> Cc1ccc(NC(=O)Nc2nnc(Cc3ccc([N+](=O)[O-])cc3)s2)cc1
  i	i	i	i	i	i	i	3	i	i	i
> COc1ccccc1CN1CCNC(=O)C1CC(=O)NCc1c(C)n[nH]c1C (configuration not stated)
  i	i	i	i	i	i	i	-5	i	i	i
> NS(=O)(=O)c1cc(C(=O)OCC(=O)Nc2ccc(Cl)cc2[N+](=O)[O-])ccc1Cl
  i	i	i	i	i	i	i	1	i	i	i
> Cc1cc2nccc(-c3ccncc3)n2n1
  i	i	i	i	i	i	i	6	i	i	i
> O=C(CSC1=NNC(c2ccccn2)S1)Nc1ccccc1 (configuration not stated)
  i	i	i	i	i	i	i	8	i	i	i
> COc1ccc(S(=O)(=O)N2CCN(Cc3cc(OC)c(O)c(OC)c3)CC2)cc1
  i	i	i	i	i	i	i	1	i	i	i
> C1=Cc2ccccc2Nc2ccccc21
  i	i	i	i	i	i	i	3	i	i	i
> Cc1ccc2c(c1)-c1c(cnn1CC(=O)NC(C)CCc1ccco1)CO2 (configuration not stated)
  i	i	i	i	i	i	i	0	i	i	i
> CCn1c(NC(=O)/C=C/c2ccc(F)cc2)nc2ccccc21
  i	i	i	i	i	i	i	62*	i	i	i
> Cc1ccc(NC(=O)c2ccccc2Cl)cc1-n1cnnn1
  i	i	i	i	i	i	i	3	i	i	i
> C=CCNC(=O)C1CCC(C(=O)NCC=C)CC1 (configuration not stated)
  i	i	i	i	i	i	i	·	i	i	i
> CC(=O)Nc1ccc2nc(NC(=O)COc3ccccc3Cl)sc2c1
  i	i	i	i	i	i	i	-7	i	i	i
> CCN1/C(=C2/SC(=S)NC2=O)Sc2ccccc21
  i	i	i	i	i	i	i	5	i	i	i
> Clc1ccc(Cn2ccc(C3CC3)n2)cc1
  i	i	i	i	i	i	i	-5	i	i	i
> COc1ccc(CCNC(=O)CSc2nnc(Cn3c(=O)sc4ccccc43)n2C)cc1OC
  ·	·	i	·	·	i	·	·	i	i	i
> COc1cccc(N2C(=O)CC(N3CCN(S(=O)(=O)c4ccccc4)CC3)C2=O)c1 (configuration not stated)
  i	i	i	i	i	i	i	-3	i	i	i
> CN1CCN(CCC(=O)Nc2ccccc2)CC1
  i	i	i	i	i	i	i	-2	i	i	i
> O=C(COC(=O)C1CCCCC1)Nc1ccc(N2CCCCC2)cc1
  i	i	i	i	i	i	·	-10	i	i	i
> Cc1ccc(C(=O)CC(=O)c2ccccc2C)c(O)c1
  i	i	i	i	i	i	i	97*	i	i	i
> Cc1ccc(C(=O)NCCn2c(N)c(C#N)c3nc4ccccc4nc32)cc1
  i	i	i	i	i	i	i	7	i	i	i
> CCN(CC)S(=O)(=O)c1ccc(/C=C/C(=O)OCC(=O)N(C)C)cc1
  i	i	i	i	i	i	i	·	i	i	i
> COC(=O)c1ccc(C(=O)NN)cc1
  i	i	i	i	i	i	i	-1	i	i	i
> Cc1cc2oc(=O)c(CC(=O)O)c(C)c2c2occ(C(C)(C)C)c12
  i	i	i	i	i	i	i	18	i	i	i
> CCCCN1CCc2c([nH]c3ccc(C)cc23)C1=O
  i	i	i	i	i	i	i	-1	i	i	i
> O=C(CNC(=O)C1CCCCC1)NC1=NCCS1
  i	i	i	i	i	i	i	-8	i	i	i
> O=C(CN(Cc1ccccc1C(F)(F)F)C(=O)CNC(=O)c1ccco1)NC1CCCC1
  i	i	i	i	i	i	i	-4	i	i	i
> COCCCNC(=S)N(CCCN(C)C)Cc1cc2cc3c(cc2[nH]c1=O)OCCO3
  i	i	i	i	i	i	i	-1	i	i	i
> Cc1cc(C)cc(OCC(=O)NNC(=S)NC(=O)C2CC2)c1
  i	i	i	i	i	i	i	87*	32*	i	i
> O=C(Nc1ccc(S(=O)(=O)Nc2cnc3ccccc3n2)cc1)c1ccc(Br)o1
  i	i	i	i	i	i	i	10	i	i	i
> C[C@H](NC(=O)N1CCn2c1nc1ccccc12)C(=O)NCc1ccc(F)cc1
  i	i	i	i	i	i	i	-3	i	i	i
> Cc1ccc(C(C)NC(=O)c2ccncc2)cc1C (configuration not stated)
  i	i	i	i	i	i	i	-3	i	i	i
> O=C(NC(Cc1c[nH]c2ccccc12)C(=O)O)/C(=C\c1ccc2c(c1)OCO2)NC(=O)c1ccccc1 (configuration not stated)
  i	i	i	i	i	i	i	-8	i	i	i
> CC(C)CC(=O)NC(=S)Nc1ccc(CN2CCOCC2)cc1
  i	i	i	i	i	i	i	4	i	i	i
> CN1CCCCCC1=NC1=C(C#N)CCCC1
  i	i	i	i	i	i	i	2	i	i	i
> CCN(C#N)c1nc(N(C)C)nc(N(C)C)n1
  i	i	i	i	i	i	i	-1	i	i	i
> Cc1c(OC(C)C(=O)O)ccc2c3c(c(=O)oc12)CCCC3 (configuration not stated)
  i	i	i	i	i	i	i	-4	i	i	i
> O=C(/C=C/c1ccc([N+](=O)[O-])s1)N1CCCCC1
  i	i	i	i	i	i	i	6	i	i	i
> C/C(=N\NC(=S)NCc1ccccc1)c1ccccc1
  i	i	i	i	i	i	i	-4	i	i	i
> CCN(C(=O)C1CCN(S(=O)(=O)c2cccc3nonc23)CC1)c1ccccc1
  i	i	i	i	i	i	i	-4	i	i	i
> O=C(Nc1ccc(C(=O)O)cc1)/C(=C\c1ccc2c(c1)OCO2)NC(=O)c1ccco1
  i	i	i	i	i	i	i	0	i	i	i
> O=C(c1cc2nc(-c3ccco3)cc(C(F)(F)F)n2n1)N1CCCCCC1
  i	i	i	i	i	i	i	-9	i	i	i
> CNC(=O)C1CCN(C(=O)c2ccc(-c3ccccc3)cc2)CC1
  i	i	i	i	i	i	i	-8	i	i	i
> Cc1nc(-c2ccc(F)cc2)c(CC(=O)N2CCN(S(=O)(=O)c3ccccc3Br)CC2)s1
  i	i	i	i	i	i	i	2	i	i	i
> CCCCNC(=O)C1CC(=O)N(CCC(C)C)C1 (configuration not stated)
  i	i	i	i	i	i	·	-3	i	i	i
> COc1ccc(/C=C2/Sc3ccc(C(=O)NCCN4CCCCCC4)cc3NC2=O)cc1
  i	i	i	i	i	i	i	27	i	i	i
> CCOC(=O)CNC(=O)Cn1cnc2c(oc3ccccc32)c1=O
  i	i	i	i	i	i	i	-3	i	i	i
> CC(=O)Nc1ccc(-n2nnnc2SCC(=O)N2CCN(C(=O)c3ccco3)CC2)cc1
  i	i	i	i	i	i	i	-6	i	i	i
> COc1ccc(/C=C(/NC(=O)c2cccs2)C(=O)Nc2ccc(C)cc2)cc1OC
  i	i	i	i	i	i	i	10	i	i	i
> O=C(COc1ccc(Cl)cc1[N+](=O)[O-])NC1CCCCC1
  i	85*	i	i	i	i	i	-2	i	i	i
> COC(=O)/C=C1\SC(=Nc2ccc(Cl)c(Cl)c2)NC1=O
  i	i	i	i	i	i	i	73*	i	i	i
> S=c1c2c(nc3nc[nH]n13)CCC2
  i	i	i	i	i	i	i	-1	i	i	i
> CCCn1c(SCC(=O)N2CCOCC2)nnc1-c1ccncc1
  i	i	i	i	i	i	i	-3	i	i	i
> CCCCN(C)C(=O)c1cn(C)c2ccc(S(=O)(=O)N3CCC(C)CC3)cc2c1=O
  i	i	i	i	i	i	i	1	i	i	i
> CC(C)(C)C(=O)Nc1ccccc1C(=O)Nc1cc(Cl)ccc1Cl
  i	i	i	i	i	i	i	2	i	i	i
> Cc1ccc(C(NC(=O)C2CCCCC2)c2c(O)ccc3ccccc23)cc1 (configuration not stated)
  i	i	i	i	i	i	i	1	i	i	i
> CC(=O)Nc1nnc(SCc2cccc(F)c2)s1
  i	i	i	i	i	i	i	-4	i	i	i
> Cc1ccc(C(=O)N2NC(c3ccc(F)cc3)C3C(=O)N(c4ccc(C)cc4)C(=O)C32)cc1 (configuration not stated)
  i	i	i	i	i	i	i	16	i	i	i
> O=[N+]([O-])c1ccc(O)c(/C=N/Nc2ccccn2)c1
  i	i	i	i	i	i	i	-3	i	i	i
> C=CCc1ccccc1OCC(O)CN1CCOCC1 (configuration not stated)
  i	i	i	i	i	i	i	2	i	i	i
> O=S(=O)(Nc1ncccn1)c1ccc(NC(=S)N2CCN(Cc3ccc(F)cc3Cl)CC2)cc1
  i	i	i	i	i	i	i	3	i	i	i

(cont.)
Order of values: TRPC6 activator	TRPC4 potent	TMEM16A act	TRPC6 inh	TRPC4 agonist	TMEM16A inh	TRPC4 inh	SKKanGAS inh	MrgX1 ag	MrgX1 antagonist	MrgX1 allo act
> Cc1c(Cl)cccc1NC(=O)NCc1cccnc1
  i	i	i	i	i	i	i	6	i	i	i
> CC1CN(C(=S)NC(=O)C2CCCCC2)CC(C)O1 (configuration not stated)
  i	i	i	i	i	i	i	-2	i	i	i
> CCOc1ccccc1NC(=S)N1CCN(c2nc(-c3cccc(OC)c3)cs2)CC1
  i	i	i	i	i	i	i	4	i	i	i
> Cc1ccc(/C=N/NC(=O)c2ccccn2)s1
  i	i	i	i	i	i	i	-8	i	i	i
> CC#CCN(CC#CC)S(=O)(=O)c1ccc(S(=O)(=O)N2CCOCC2)cc1
  i	i	i	i	i	i	i	3	i	i	i
> COC(=O)c1nn(-c2ccc(F)cc2)ccc1=O
  i	i	i	i	i	i	i	1	i	i	i
